Assay outcomes as filed in PubChem.
ROS inducer – raises reactive oxygen species in U2OS cancer cells; U2OS ROS induction, H2DCF-DA fluorescence; ROS induction (% of piperlongumine), % at 10 µM; 46,000 compounds, 2% hits; AID 624156; in the data active = ROS induction above about 79%, passing the limit was not always enough;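 also: 0% = DMSO vehicle median and 100% = reference compound median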
* = called active by the depositor.

molecule | ROS inducer
COc1ccc(NC(=O)Nc2ccc3c(c2)CC(=O)N([C@@H](C)CO)C[C@H](C)[C@@H](CN(C)Cc2ccc(C(F)(F)F)cc2)O3)cc1 | 14.0
COc1ccc(CN(C)C[C@H]2Oc3c(NC(=O)Nc4ccc5c(c4)OCO5)cccc3C(=O)N([C@H](C)CO)C[C@H]2C)cc1 | 1.3
C[C@@H]1CN([C@H](C)CO)C(=O)Cc2cc(NC(=O)CCCCCC(=O)Nc3ccccc3N)ccc2O[C@H]1CN(C)C(=O)Nc1ccc(F)cc1 | 10.6
CC12CN(Cc3ccccc3)CC(C)(CN(Cc3ccccc3)C1)C2=O | -2.7
Cn1cc(CCC(=O)NC2CCCCC2)c2ccccc21 | -14.0
CCOc1ccccc1NC(=O)Cn1cnc2ccccc2c1=O | 68.8
COC(=O)CC1SC(=O)NC1=Nc1ccc(O)cc1 (stereo unspecified) | -10.1
Cc1cc(C(=O)Nc2cccc3c2O[C@H](CN(C)Cc2ccccc2)[C@@H](C)CN([C@H](C)CO)C3=O)n(C)n1 | 20.9
CCCC1=NN(C(=O)C(C)(C)C)C(=O)C1Cc1c(F)cccc1Cl (stereo unspecified) | -10.8
CC1=CCC2C(C)(CC[C@H](O)C2(C)C)C1COc1ccc2ccc(=O)oc2c1 (stereo partly specified) | -4.9
CC(C)(C)c1ccc(CSCC(=O)Nc2ccccc2C#N)cc1 | -8.5
C[C@H](CO)N1C[C@H](C)[C@@H](CN(C)C(=O)NC2CCCCC2)Oc2ccc(NS(=O)(=O)c3cn(C)cn3)cc2C1=O | -11.1
COc1ccc2[nH]c3c(=O)n(CCCC(=O)N4CCCC4)c(=S)[nH]c3c2c1 | 17.2
C[C@H]1CN([C@@H](C)CO)C(=O)c2cc(NC(=O)Cc3cn(C)c4ccccc34)ccc2O[C@@H]1CN(C)S(=O)(=O)c1ccccc1 | 4.8
COc1ccc(S(=O)(=O)Nc2ccc3c(c2)C(=O)N([C@H](C)CO)C[C@@H](C)[C@H](CN(C)Cc2ccncc2)O3)cc1 | 44.5
CCS(=O)(=O)N1N=C(c2ccccc2)CC1c1cc2cc3c(cc2nc1Cl)OCCO3 (stereo unspecified) | 20.5
CC1=C(C(=O)OCc2ccccc2)C(c2ccoc2)C(C#N)=C(N)S1 (stereo unspecified) | 16.0
COc1cccc(NC(=O)N(C)C[C@@H]2OCc3cnnn3CCCC(=O)N([C@@H](C)CO)C[C@@H]2C)c1 | 7.8
O=C(Oc1ccc(C2SCCS2)cc1)C1CCCCC1 | 8.7
C[C@@H]1CN([C@@H](C)CO)C(=O)c2cc(NC(=O)Nc3ccc(F)cc3)ccc2O[C@@H]1CN(C)C(=O)Nc1ccc(F)cc1 | 38.4
Cc1ccc(S(C)(=O)=O)cc1 | 4.3
CN(C)CC/C=C1\c2ccccc2Sc2ccc(Cl)cc21 | -5.1
Oc1cc2c(cc1O)CN(C(=S)NCCc1ccc(Cl)cc1)CCC2 | 20.6
Cc1noc(C)c1NC(=O)N(C)C[C@@H]1Oc2ccc(NC(=O)Nc3ccc(C(F)(F)F)cc3)cc2C(=O)N([C@@H](C)CO)C[C@H]1C | 3.4
O=C(NCc1ccco1)c1cnn2cccnc12 | -0.8

Some of these compounds in order of heavy-atom count, highest first.
molecule | ROS inducer
C[C@@H]1CN([C@H](C)CO)C(=O)Cc2cc(NC(=O)CCCCCC(=O)Nc3ccccc3N)ccc2O[C@H]1CN(C)C(=O)Nc1ccc(F)cc1 | 10.6
Cc1noc(C)c1NC(=O)N(C)C[C@@H]1Oc2ccc(NC(=O)Nc3ccc(C(F)(F)F)cc3)cc2C(=O)N([C@@H](C)CO)C[C@H]1C | 3.4
C[C@@H]1CN([C@@H](C)CO)C(=O)c2cc(NC(=O)Nc3ccc(F)cc3)ccc2O[C@@H]1CN(C)C(=O)Nc1ccc(F)cc1 | 38.4
CC12CN(Cc3ccccc3)CC(C)(CN(Cc3ccccc3)C1)C2=O | -2.7
CCOc1ccccc1NC(=O)Cn1cnc2ccccc2c1=O | 68.8

Next section:
molecule | ROS inducer
O=C1C(=O)N(Cc2ccco2)C(c2ccc(Cl)cc2)C1C(=O)c1cc2ccccc2o1 (stereo unspecified) | -0.7
COc1cccc(C(CC(=O)c2ccc(Cl)cc2)C(C#N)C#N)c1 (stereo unspecified) | 28.4
COc1ccc(S(=O)(=O)N(C)C[C@@H]2Oc3ccc(NC(=O)Nc4c(C)noc4C)cc3C(=O)N([C@H](C)CO)C[C@@H]2C)cc1 | -1.3
C[C@@H]1CN([C@H](C)CO)C(=O)c2cccc(NS(C)(=O)=O)c2O[C@H]1CN(C)Cc1ccc(Oc2ccccc2)cc1 | 10.2
CC(C)NC(=O)N(C)C[C@@H]1Oc2c(NS(=O)(=O)c3cccs3)cccc2C(=O)N([C@H](C)CO)C[C@H]1C | -2.1
COc1ccc(CN(C)C[C@@H]2Oc3ccc(NC(=O)C4CC4)cc3C(=O)N([C@@H](C)CO)C[C@H]2C)cc1 | -1.2
C[C@@H]1CN([C@@H](C)CO)C(=O)c2cccc(NS(=O)(=O)c3cn(C)cn3)c2O[C@H]1CN(C)S(=O)(=O)c1cccs1 | -7.3
COc1cccc(NC(=O)CSC2=C(C#N)C(c3cccc(Br)c3)CC(=O)N2)c1 (stereo unspecified) | -13.8
Cc1cc(I)ccc1NC(=O)CN(c1cc(Cl)c(Cl)cc1Cl)S(C)(=O)=O | 5.2
C[C@H]1CN([C@@H](C)CO)C(=O)c2cc(NC(=O)Cc3ccccc3)ccc2O[C@@H]1CN(C)Cc1ccc(-c2ccccc2)cc1 | 176.7*
CC(=O)N(CCc1ccccc1)C1CC(=O)N(c2ccccc2)C1=O (stereo unspecified) | -2.6
COc1cccc(OC)c1C(=O)Nc1ccccc1NC(=O)c1c(OC)cccc1OC | -13.0
CCn1c(SCC(=O)Nc2ccc3c(c2)OCCO3)nnc1-c1cccc(Cl)c1 | -6.0
COc1ccc(NC(=O)Nc2cccc3c2O[C@H](CN(C)Cc2ccc4c(c2)OCO4)[C@H](C)CN([C@H](C)CO)C3=O)cc1 | 3.1
COc1ccc(NC(=O)N(C)C[C@H]2Oc3ccc(NS(=O)(=O)c4ccc(Cl)cc4)cc3CC(=O)N([C@@H](C)CO)C[C@H]2C)cc1 | 17.9
COc1ccc(-c2ocnc2C(=O)NCc2nn(-c3ccccc3)nc2C)cc1 | 17.8
COc1ccccc1C1C(C(=O)c2sc(C)nc2C)C(=O)C(=O)N1CCCN1CCOCC1 (stereo unspecified) | -1.2
CC(C)NC(=O)Nc1ccc2c(c1)CC(=O)N([C@H](C)CO)C[C@@H](C)[C@@H](CN(C)C(=O)NC(C)C)O2 | -5.0
Cc1noc(C)c1NC(=O)N(C)C[C@H]1Oc2ccc(NS(=O)(=O)c3ccc(F)cc3)cc2CC(=O)N([C@@H](C)CO)C[C@H]1C | 7.9
C[C@H](CO)N1C[C@H](C)[C@H](CN(C)C(=O)Nc2ccc(C(F)(F)F)cc2)Oc2ccc(NC(=O)Cn3cnnn3)cc2CC1=O | 8.3
Cc1ccc(Cn2c(CN3CC(C)OC(C)C3)nc3c2c(=O)[nH]c(=O)n3C)cc1 (stereo unspecified) | -6.2
COc1ccc(S(=O)(=O)Nc2ccc3c(c2)C(=O)N([C@H](C)CO)C[C@@H](C)[C@H](CN(C)Cc2ccc(C(F)(F)F)cc2)O3)cc1 | -13.3
O=C1c2ccccc2S(=O)(=O)N1CCS(=O)(=O)c1ccc(Cl)cc1Cl | -9.5
C[C@@H]1CN([C@@H](C)CO)C(=O)c2cccc(NS(=O)(=O)c3cn(C)cn3)c2O[C@@H]1CN(C)C | 0.7
COc1ccc(OC)c(NC(=O)CSc2nnc(C)s2)c1 | -9.9
Cn1cnc2nc(NCCO)nc(NCc3ccccc3)c21 | -2.1
CC(C)=CCC/C(C)=C/CC/C(C)=C/CSCC(=O)O | -4.7
COc1ccc(NC(=O)Nc2cccc3c2O[C@@H](CN(C)C(=O)Nc2ccc4c(c2)OCO4)[C@@H](C)CN([C@@H](C)CO)C3=O)cc1 | -1.4
O=c1cc(-c2ccccc2)nc(Nc2nc3ccccc3o2)[nH]1 | 9.0
O=C1CC(c2ccccc2)CN1Cc1ccccc1 (stereo unspecified) | -2.9
Cc1ccc(S(=O)(=O)N(C)C[C@H]2Oc3ccc(NS(=O)(=O)c4ccc(Cl)cc4)cc3CC(=O)N([C@@H](C)CO)C[C@@H]2C)cc1 | 17.9
Cc1noc(C)c1NC(=O)N(C)C[C@@H]1Oc2ncc(C#CC(C)(C)O)cc2C(=O)N([C@H](C)CO)C[C@@H]1C | 13.7
CCOC(=O)c1sc(SC)c2c1CC(c1ccc(OC)cc1)CC2=O (stereo unspecified) | 135.8*
C[C@@H]1CN([C@H](C)CO)C(=O)c2cc(NC(=O)Nc3ccc4c(c3)OCO4)ccc2O[C@@H]1CN(C)Cc1ccc(-c2ccccc2)cc1 | -3.0
O=C(Nc1ccccc1)OCC#Cc1ccc(-c2ccccn2)s1 | -5.1
COc1ccc(S(=O)(=O)Nc2cccc3c2O[C@@H](CN(C)CC2CCCCC2)[C@H](C)CN([C@H](C)CO)C3=O)cc1 | -5.9
CC(=O)OCC(=O)[C@@]1(O)CCC2C3CCC4=CC(=O)CC[C@]4(C)C3[C@@H](O)C[C@@]21C (stereo partly specified) | -7.6
COc1cc(C=Nc2ccc(Cl)cc2)ccc1OC(=O)/C=C/c1cccs1 | -1.6
Cc1noc(C)c1NC(=O)Nc1cccc2c1O[C@H](CN(C)C(=O)NC1CCCCC1)[C@H](C)CN([C@@H](C)CO)C2=O | -7.6
CCOC(=O)C1=C(C2CC=CCC2)NC(=S)NC1C (stereo unspecified) | -8.1
Cc1cc(C(=O)NCc2ccco2)no1 | -0.9
CC(C)NC(=O)N(C)C[C@@H]1Oc2ccc(NC(=O)C3CC3)cc2CC(=O)N([C@H](C)CO)C[C@@H]1C | 1.9
O=C1CCC(=O)N1CCOP1(=O)COc2ccccc2OC1 | 3.2
O=C(NO)c1ccc(C(=O)N/N=C/c2c[nH]c3ccccc23)cc1 | 0.1
CN(C)CC/C=C1/c2ccccc2COc2ccccc21 | -13.3
C[C@H]1CN([C@@H](C)CO)C(=O)c2cc(NS(C)(=O)=O)ccc2O[C@@H]1CN(C)CC1CCCCC1 | 10.3
NC(=O)COc1ccc(Br)cc1C1C2=C(CCCC2=O)NC2=C1C(=O)CCC2 | 71.1
C[C@H](CO)N1C[C@H](C)[C@@H](CN(C)C)Oc2c(NS(=O)(=O)c3ccc(F)cc3)cccc2C1=O | -1.7
C=CC1c2cc(O)c(OC)cc2CCN1Cc1sc2ccccc2c1Cl (stereo unspecified) | 6.7
COc1ccc(CN(C)C[C@@H]2Oc3ccc(NS(=O)(=O)c4ccc(F)cc4)cc3C(=O)N([C@H](C)CO)C[C@H]2C)cc1 | -5.4

2 records picked at random from those above, as already listed:
molecule | ROS inducer
COc1ccc(S(=O)(=O)Nc2cccc3c2O[C@@H](CN(C)CC2CCCCC2)[C@H](C)CN([C@H](C)CO)C3=O)cc1 | -5.9
C[C@H]1CN([C@@H](C)CO)C(=O)c2cc(NS(C)(=O)=O)ccc2O[C@@H]1CN(C)CC1CCCCC1 | 10.3

New compounds follow:
molecule | ROS inducer
Cc1noc(C)c1S(=O)(=O)Nc1ccc2c(c1)C(=O)N([C@@H](C)CO)C[C@H](C)[C@@H](CN(C)Cc1ccc(C(=O)O)cc1)O2 | -5.6
C[C@H](CO)N1C[C@H](C)[C@@H](CN(C)Cc2ccc(C(=O)Nc3ccccc3N)cc2)Oc2ccc(NC(=O)Cn3cnnn3)cc2C1=O | -6.5
O=C(CSc1nc2sc3c(c2c(=O)[nH]1)CCCC3)N(c1ccccc1)c1ccccc1 | -8.2
CCCNC(=O)c1ccccc1NC(=O)C1COc2ccccc2O1 (stereo unspecified) | 1.5
CCOC(=O)c1c(NC(=O)C2(C)Cc3ccccc3C(=O)O2)sc2c1CCCC2 (stereo unspecified) | 6.9
O=C(Cn1c(=O)n(-c2ccccc2)c(=O)n1CC(=O)N1CCOCC1)N1CCOCC1 | -14.4
C[C@@H]1CN([C@@H](C)CO)C(=O)CCCn2nncc2CO[C@H]1CN(C)C(=O)c1ccncc1 | -19.6
O=C(Nc1ccc(I)cc1)c1nsc(Cl)c1Cl | -6.5
C[C@H](CO)N1C[C@H](C)[C@H](CN(C)C(=O)Nc2ccc3c(c2)OCO3)Oc2ccc(NC(=O)Cc3ccccc3)cc2CC1=O | -1.9
OC1(c2ccc3c(c2)OCO3)OCC2C(c3ccc4c(c3)OCO4)OCC21O (stereo unspecified) | 13.8
C[C@H]1CN([C@@H](C)CO)C(=O)c2cc(NS(=O)(=O)c3ccc(F)cc3)ccc2O[C@@H]1CN(C)C | -5.6
Cc1cc(C)c(C(=O)Nc2ccc(C)c(C)c2)c(CC(C)(C)C(=O)O)c1 | -16.0
Cc1ccc(-c2csc3ncnc(SCC(=O)Nc4ccc(S(N)(=O)=O)cc4)c23)cc1 | -5.2
C/C=C(/C)C(=O)O[C@@H]1c2cc(OC)c(OC)cc2-c2c(ccc(OC)c2OC)C[C@H]2C(=O)OC[C@H]12 | 54.2
CC(C)NC(=O)N(C)C[C@H]1Oc2ccc(NC(=O)Nc3cccc4ccccc34)cc2C(=O)N([C@@H](C)CO)C[C@@H]1C | 0.1
COc1ccc([Si](C)(C)[C@H]2[C@H](CCn3cc([C@H](O)c4ccccc4)nn3)O[C@@]3(C(=O)N(Cc4ccc(N5CCC5=O)cc4)c4ccccc43)[C@@H]2C)cc1 | 17.0
C[C@@H]1CN([C@H](C)CO)C(=O)Cc2cc(NC(=O)Nc3ccc(C(F)(F)F)cc3)ccc2O[C@@H]1CN(C)C(=O)Nc1cccc2ccccc12 | -5.5
CC(C)NC(=O)N(C)C[C@@H]1Oc2ccc(NC(=O)Nc3ccccc3)cc2CC(=O)N([C@H](C)CO)C[C@@H]1C | 12.6
Cc1c(Cl)cccc1NC(=O)CSc1nccc(=O)[nH]1 | -9.9
O=c1[nH]c2ccccc2n1CCCSc1nc2ccccc2[nH]1 | 25.4
Cc1noc(C)c1NC(=O)N(C)C[C@H]1Oc2ccc(NC(=O)Cn3cnnn3)cc2C(=O)N([C@@H](C)CO)C[C@H]1C | 7.3

This is a subset (hit frequency here may not be typical).
